RPL19A-GFP yeast: RPL19A-GFP expression modulators in yeast, primary screen, cell-based, S. cerevisiae, multiplex flow cytometry, MLPCN; S. cerevisiae RPL19A-GFP strain, 3 h; stronger effect = lower value; 0.3% of 330,000 active; AID 2025, 2009; percent response vs DMSO, % at 10 µM;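 active means percent response vs DMSO below 50%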;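 further: median channel GFP fluorescence of the barcoded RPL19A-GFP strain; ratio of sample median GFP to plate DMSO average so 100% = DMSO; lower means less RPL19A-GFP as with rapamycin TOR inhibition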
LAP4 TOR yeast: modulators of LAP4-GFP expression in yeast, primary screen, S. cerevisiae, multiplex flow cytometry, MLPCN library; 3 h; median GFP as percent of DMSO wells; GFP response vs DMSO, % at 10 µM; 0.34% of 320,000 active; AID 2023, 2009;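 active means GFP response vs DMSO above a set limit, about the screen mean plus 3 SD, cut at about 150% in these data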
AGP1 TOR yeast: modulators of AGP1-GFP expression in yeast TOR pathway, primary screen, cell-based, multiplex flow cytometry, S. cerevisiae, MLPCN library. 3 h; GFP as percent of DMSO wells. 0.02% of 320,000 active. AID 2066, 2009. GFP response vs DMSO, % at 10 µM;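 active means GFP response relative to DMSO above a set limit, near screen average plus 3 SD, cut at about 150% in these data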;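 further: median GFP channel fluorescence of the gated AGP1 strain per well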
procasp7 counter: procaspase-7 activators, primary screen, counter-screen for procaspase-3 activator project, biochemical, absorbance, HTS, human | AID 463210, 2010 | 0.093% of 330,000 active | Caspase-7 (Homo sapiens), P55210 | recombinant procaspase-7, Ac-DEVD-pNA absorbance 405 nm; D23A/D198A/D206A triple mutant, cannot self-cleave; scale: DMSO 0, 5 µM enzyme 100 | activation, % at 8.5 µM;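 active means percent activation above the screen-wide mean plus 3 SD, cut at about 25% in these data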
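Replicates: singlicate. Assay system: Procaspase-7 triple mutant (PC-7 D3A). Signal: 405 nm absorbance of p-nitroaniline. Times: 1 h preincubation, 2 h reaction. Buffer or medium: Zinc-free HEPES pH 7.4 with 300 mM NaCl, 0.01% Triton X-100. Also added: DEVD-pNA substrate. Benchmarks: DMSO wells as 0%, DMSO with 5 µM added PC-7 as 100%.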
CIT2 TOR yeast: modulators of CIT2-GFP expression in yeast, primary screen, S. cerevisiae, GFP fusion, multiplex flow cytometry, MLPCN library | S. cerevisiae CIT2-GFP strain, 3 h; 100 means same as DMSO wells | AID 2029, 2009 | 0.065% of 320,000 active | GFP response vs DMSO, % at 10 µM;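 active means GFP response relative to DMSO above a set limit, near the screen mean plus 3 SD, cut at about 150% in these data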;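 further: ratio of well median GFP fluorescence to mean of DMSO wells on the plate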
AHR act: AHR activators, primary screen, cell-based, luminescence, luciferase reporter, human; Aryl hydrocarbon receptor (Homo sapiens), P35869; AHR-responsive luciferase reporter cells; activation, % at 5 µM; 2.5% of 320,000 active; in the data active means activation above about 47%;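 further: 0% = vehicle wells and 100% = reference agonist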
Target sequence (P35869 whole entry, looked up): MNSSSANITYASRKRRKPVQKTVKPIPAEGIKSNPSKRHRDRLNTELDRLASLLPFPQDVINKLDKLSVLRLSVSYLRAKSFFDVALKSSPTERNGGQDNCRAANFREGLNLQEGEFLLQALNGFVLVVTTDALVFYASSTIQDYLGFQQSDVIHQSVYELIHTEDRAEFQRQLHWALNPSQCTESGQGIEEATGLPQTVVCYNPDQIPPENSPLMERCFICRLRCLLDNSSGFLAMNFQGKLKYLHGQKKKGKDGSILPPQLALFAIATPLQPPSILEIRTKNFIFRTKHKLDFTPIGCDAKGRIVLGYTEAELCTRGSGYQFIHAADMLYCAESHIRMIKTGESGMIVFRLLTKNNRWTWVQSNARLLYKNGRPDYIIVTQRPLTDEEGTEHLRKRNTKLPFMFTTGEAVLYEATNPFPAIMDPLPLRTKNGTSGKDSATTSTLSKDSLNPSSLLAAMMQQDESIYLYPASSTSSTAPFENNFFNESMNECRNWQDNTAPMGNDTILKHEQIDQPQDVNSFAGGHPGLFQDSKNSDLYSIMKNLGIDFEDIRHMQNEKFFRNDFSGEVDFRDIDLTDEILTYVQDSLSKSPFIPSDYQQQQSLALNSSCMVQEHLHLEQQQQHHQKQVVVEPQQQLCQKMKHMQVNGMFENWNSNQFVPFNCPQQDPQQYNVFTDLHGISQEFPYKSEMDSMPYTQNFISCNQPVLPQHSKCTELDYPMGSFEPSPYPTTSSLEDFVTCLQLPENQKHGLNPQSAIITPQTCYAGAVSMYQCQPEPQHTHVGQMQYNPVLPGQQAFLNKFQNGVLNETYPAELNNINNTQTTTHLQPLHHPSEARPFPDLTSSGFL
MEP2-GFP yeast: modulators of MEP2-GFP levels in yeast, primary screen, S. cerevisiae, multiplex flow cytometry, MLPCN library; S. cerevisiae MEP2-GFP strain, 3 h; 100% = DMSO control level; 0.51% of 330,000 active; AID 2016, 2009; GFP response vs DMSO, % at 10 µM;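 active means GFP response versus DMSO above a set limit, roughly screen mean plus 3 SD, cut at about 180% in these data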;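 further: median GFP fluorescence of the barcode-gated MEP2-GFP cells per well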
proCasp3 act: activators of human procaspase-3 D3A mutant, primary screen, biochemical, absorbance, PC-3 D3A mutant, single concentration; Caspase-3 (Homo sapiens), P42574; recombinant procaspase-3 D3A, Ac-DEVD-pNA absorbance 405 nm; activation, % at 8.5 µM; 0.11% of 330,000 active;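 active means activation above the mean of all tested compounds plus 3 SD, cut at about 21% in these data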;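 further: 0% = DMSO alone and 100% = DMSO wells spiked with extra 5 µM PC-3 D3A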
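Assay system – Procaspase-3 D3A mutant · Benchmarks – DMSO low control, extra-enzyme high control · Technique – 405 nm absorbance of p-nitroaniline, reads at 0 and 120 min · Doses – 8.5 µM nominal · Measure – % activation between DMSO and enzyme-spiked controls · Also added – Ac-DEVD-pNA chromogenic peptide substrate · Schedule – 1 h compound preincubation, 2 h substrate hydrolysis at 25 °C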
Starred values were filed as active, the others as inactive; / = no result given.

SMILES	RPL19A-GFP yeast	LAP4 TOR yeast	AGP1 TOR yeast	procasp7 counter	CIT2 TOR yeast	AHR act	MEP2-GFP yeast	proCasp3 act
CC(C)Cn1c(C23CC4CC(CC(C4)C2)C3)n[nH]c1=S	96.0	84.1	84.7	-33.7	79.8	-4.1	94.3	-27.4
Cc1ccc(-c2nc(CS(=O)CC(=O)NCc3ccccn3)c(C)o2)cc1 (configuration not stated)	101.3	105.9	109.0	7.9	105.3	2.2	106.1	-3.3
Cc1ccccc1NC(=O)Cc1nc(COC(=O)C(C)C)cs1	98.9	87.0	92.9	2.8	89.0	5.0	97.4	-2.9
O=C(c1ccncc1)N1N=C(c2ccc(Cl)cc2)CC1c1ccccc1O (configuration not stated)	98.3	93.5	91.9	-6.7	98.7	31.1	110.7	0.6
CN1CCC(NC(=O)Cc2c(F)cccc2Cl)CC1	102.2	82.7	92.9	-1.9	100.5	-1.5	103.4	-2.7
CCc1ccc(OCC(=O)Nc2ccc(-c3cc4ccccc4oc3=O)c(OC)c2)cc1	104.2	93.3	98.9	19.8	98.3	5.3	102.5	8.8
CCn1c(SCc2nc3ccccc3s2)nc2cc(S(=O)(=O)N3CCOCC3)ccc21	93.1	94.6	97.7	5.8	97.7	9.3	101.2	0.1
CCOC(=O)C1CCC(CNCc2ccccc2C)CC1 (configuration not stated)	96.5	94.3	97.7	-12.0	97.0	-1.3	100.6	-3.2
C[C@H]1COC(=O)[C@H](Cc2ccc(F)cc2)CC/C=C/C[C@@H](CC(=O)N(CCO)Cc2ccccc2)C(=O)N1	96.2	92.0	95.8	8.7	84.4	-0.8	97.3	5.0
COc1ccc(CC2c3cc(OC)c(OC)cc3CC[N+]2(C)CCC(=O)OCCCCCOC(=O)CC[N+]2(C)CCc3cc(OC)c(OC)cc3C2Cc2ccc(OC)c(OC)c2)cc1OC (configuration not stated)	99.5	98.0	77.1	-0.1	83.9	-1.0	96.7	-4.1
COc1ccc2nc(NC(=O)C3COc4ccccc4O3)sc2c1 (configuration not stated)	97.2	104.2	96.2	1.0	88.4	0.9	92.0	12.5
O=C(COC(=O)c1cccc(OC(F)F)c1)Nc1ncccn1	93.7	96.0	91.4	-1.3	92.6	1.3	99.6	-0.9
c1csc(C(c2nnnn2C2CCCCC2)N2CCCC3(CCCCC3)C2)c1 (configuration not stated)	102.8	102.2	104.5	13.9	96.2	1.1	103.5	10.1
COC(=O)C1=C(C(=O)OC)[C@@H]2N(Cc3ccccc3)c3ccccc3[C@@]23C[C@@H](C(=O)OC)N(C(C)=O)C3=N1	110.0	101.6	94.1	5.0	88.8	-1.8	93.7	3.2
O=C(c1ccc(COc2ccc(F)cc2)o1)n1cc(Br)cn1	99.2	109.0	102.3	-6.9	106.2	4.6	107.0	-7.9
CCOC(=O)CN(C#N)c1nc(N(C)C)nc(N(C)C)n1	98.5	108.5	110.9	4.1	105.5	4.7	106.7	-0.4
Cc1ccccc1Nc1nnc(SCC(=O)c2cc3ccccc3o2)s1	100.2	91.0	96.1	-6.5	98.0	26.2	104.6	-10.5
O=C(c1ccc(F)cc1)C1CCN(C(=O)NCc2ccccc2)CC1	100.2	100.9	105.3	6.1	97.5	-1.9	106.8	-6.1
COC(=O)c1cc(O)cc(OC)c1Oc1cc(C)cc(O)c1C(=O)O	100.6	107.6	106.6	6.4	98.0	0.7	98.0	2.6
CCCNC(=O)c1noc2c1CCc1ccccc1-2	102.8	116.0	105.0	-10.4	100.5	20.8	101.1	4.2
O=C(COc1ccc(Cl)cc1Cl)NCCCCc1ccccc1	97.8	105.6	99.8	2.8	94.7	2.1	101.4	-5.9
CC(=O)Oc1ccc(-c2ccc(C(=O)Nc3cccc(S(=O)(=O)N4CCOCC4)c3)cc2)cc1	96.1	95.2	101.5	7.0	100.8	-3.8	98.3	1.7
CC(NC(=O)c1ccccc1F)c1nnc(SCC(=O)NC2CCCC2)n1C (configuration not stated)	100.8	93.1	92.5	4.0	99.7	0.4	100.6	-7.9
N/C(=N\OC(=O)CCC1CCCC1)c1ccccn1	95.2	85.3	88.1	12.5	92.4	1.1	98.2	1.2
Cc1ccc(Cn2c(CCNc3nc(-c4ccc(Cl)c([N+](=O)[O-])c4)cs3)nc3cc(C(=O)NCCCO)ccc32)cc1	103.8	104.8	107.0	4.6	97.5	5.2	104.5	-0.8
CCn1nnnc1SCC(=O)N(C1CCCCC1)C1CCCCC1	93.6	96.8	94.8	5.3	89.4	4.1	97.8	1.3
O=C(Nc1cc([N+](=O)[O-])ccc1N1CCCC1)c1ccccc1	97.8	106.7	102.7	-1.8	95.6	2.8	101.7	-3.2
Cc1ccc2nc(C3CCN(C(=O)c4ccco4)CC3)[nH]c2c1	95.7	132.4	101.0	-1.0	119.5	11.5	155.8	-1.0
Oc1ccccc1C1NN=C(c2ccccc2)S1 (configuration not stated)	100.1	113.6	104.7	0.9	94.9	40.8	108.2	-7.4
COc1ccc(CNC(=O)C2CCN(S(=O)(=O)c3ccc(-c4nn[nH]n4)cc3)CC2)cc1	86.6	91.5	89.3	3.3	100.1	-1.9	99.0	11.0
CCOC(=O)c1c(NC(=O)CS(=O)(=O)c2cn(CC)c3ccccc23)sc2c1CCCC2	99.3	104.5	103.9	1.8	117.7	4.3	98.6	-0.5
O=C(NC1CCS(=O)(=O)C1)/C(=C/c1ccc(Cl)cc1)NC(=O)c1ccccc1 (configuration not stated)	104.0	94.0	104.2	4.7	112.4	0.6	109.7	-2.6
Cn1c(CN2CCCCC2)nc2cc(NC(=O)c3cccs3)ccc21	95.9	93.0	93.8	-1.4	98.4	1.3	91.7	8.8
COc1cc(C(=S)N2CCC(Cc3ccccc3)CC2)ccc1OCC(N)=O	96.6	93.9	94.7	-1.7	96.5	2.7	96.1	5.2
COC(=O)c1cccc(-n2sc3ccccc3c2=O)c1	96.9	106.0	96.6	-25.9	110.8	4.3	81.3	-25.0
COc1ccc(CC(NC(C)=O)C(=O)NC2CCN(c3c4c(nc5ncnn35)CCC4)CC2)cc1OC (configuration not stated)	101.3	95.0	102.4	-6.4	90.5	4.4	102.5	-8.6
COc1ccc(-c2ncncc2-c2ccc(Cl)cc2)c(O)c1	94.2	108.9	90.5	-3.4	77.6	7.5	102.3	-2.3
CCOc1cc(C2Nc3ccccc3C(=O)N2c2ccccc2)ccc1O (configuration not stated)	101.4	87.8	99.0	4.3	104.4	0.5	105.3	4.8
O=C(NCCOc1ccccc1)C1CCC(=O)N(Cc2ccc(Cl)cc2)C1 (configuration not stated)	100.6	90.7	98.2	-8.8	99.3	-4.2	88.6	-6.2
COC(=O)c1ccc(C(=O)OC)c(NC(=S)N2CCC(C)CC2)c1	104.3	102.0	104.5	-0.8	100.8	-1.1	106.2	-6.4
CC(C)Nc1nnc(SCC(=O)c2c[nH]c3ccccc23)s1	101.9	97.7	93.2	-8.3	98.2	33.1	109.8	-10.1
c1ccc2c(CSCc3nc4ccccc4[nH]3)cccc2c1	102.4	104.3	107.1	1.1	117.2	5.0	101.9	7.5
O=C(NC1CC1)C1=C[C@@H](c2ccc3c(c2)OCO3)C[C@@H](OCCCCO)O1	97.9	103.5	88.3	3.9	105.2	14.8	87.6	6.0
COc1cc(OC)c(S(=O)(=O)N2CCCCC2)cc1S(=O)(=O)N1CCCCC1	102.3	101.6	114.5	-9.8	112.0	7.1	109.3	4.3
C/C(CC(=O)N(C(C)C)C(C)C)=N\NC(=O)COc1ccc(Br)cc1Br	102.2	87.7	99.0	-3.5	99.8	16.7	100.5	5.9
COc1ccc(/C=N/NC(=O)c2ccc(-c3ccccc3)cc2)cc1O	94.5	95.4	116.9	11.9	86.6	4.7	92.8	-5.7
CCOC(=O)CNC(=O)c1ccc2[nH]c3c(c2c1)CCCC3	98.4	102.0	92.8	-3.2	95.5	-0.4	104.3	-3.4
C[C@H](CO)N1C[C@H](C)[C@@H](CN(C)Cc2ccncc2)Oc2c(NS(=O)(=O)c3cn(C)cn3)cccc2C1=O	99.1	109.7	99.4	8.7	107.7	-1.3	98.7	3.8
O=C(O)/C=C/c1ccc(S(=O)(=O)NCc2cccnc2)cc1	101.7	107.0	108.3	5.0	99.1	0.9	98.8	7.3
Cc1cccc(C)c1OCCOCCN1CCN(C)CC1	102.3	100.8	98.9	-12.9	104.4	0.8	105.5	8.5
COc1cc(NC(=S)N2CCN(S(=O)(=O)c3ccc(C)cc3)CC2)cc(OC)c1	102.4	103.5	109.2	-17.0	106.0	6.1	104.1	-6.5
C/C(=N\NC(=O)c1ccc(CSc2nc(C)cc(C)n2)cc1)C1CCCCC1	109.0	99.3	104.5	-12.7	110.4	10.3	105.9	-5.0
CC(=O)OCC(=O)[C@@]1(O)[C@H](C)C[C@H]2[C@@H]3CCC4=CC(=O)C=C[C@]4(C)[C@@]3(F)[C@@H](O)C[C@@]21C	92.2	107.3	88.8	3.3	83.9	9.1	97.9	10.9
Cc1cc(N/C(=N/S(=O)(=O)c2ccc(F)cc2)c2ccccc2)n(-c2ccccc2)n1	110.5	102.6	98.7	-2.5	94.8	-2.3	106.9	0.6
Cn1c(CNc2ccc(F)cc2)nnc1SCC(=O)NNC(=O)Cc1ccccc1	108.5	95.1	104.1	11.6	110.3	10.2	106.2	5.0
N#C/C(=C\c1cn(CC(=O)O)c2ccccc12)C(=O)NCc1ccccc1	104.1	86.9	114.0	4.3	118.2	17.4	108.9	-1.7
Cc1ccc(OC(=O)CCNC(=O)c2ccccc2Cl)c(Br)c1	96.8	114.0	95.0	7.8	82.9	5.0	107.2	-1.4
Cc1ccc(S(=O)(=O)CCc2nnc(NC(=O)c3cccs3)s2)cc1	100.4	88.3	95.2	2.8	96.4	-2.0	92.5	-4.1
COc1ccc(-c2[nH]nc3oc(=O)c(CCO)c(C)c23)cc1	94.0	110.7	101.6	1.5	95.8	0.1	98.8	-6.8
Cc1ccc(Cn2ccc(NC(=O)CCSc3nc(-c4ccco4)cc(C(F)(F)F)n3)n2)cc1	86.9	89.5	/	2.6	89.6	-0.5	91.5	0.3
COc1cccc(-c2cc(C(=O)N3CCN(C(=O)c4ccco4)CC3)on2)c1	101.5	106.5	103.3	3.4	103.8	16.9	103.5	3.5

Screening results: PubChem, several laboratories
